# High-throughput results (PubChem BioAssay)
# HIF activator: HIF pathway transcriptional activation; 300,000 compounds, 0.32% hits; U2OS HRE-luciferase reporter, luminescence; normalized: DMSO 0%, desferrioxamine 100%; activation, % at 7.5 µM (by protocol);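 active = mean activation of at least 10% of the iron chelator positive control signal, with at least half of replicates also reaching 10%; inconclusive = mean and replicate majority disagree about reaching 10%; inactive = mean and most replicates under 10%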
# TRPC4 act: opens the mouse TRPC4 cation channel. Q9QUQ5. HEK293 TRPC4beta/mu-opioid, Fluo4 calcium fluorescence; stronger effect = higher value. B-score at 10 µM. 310,000 compounds, 0.49% hits. AID 2237;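 active = B-score above 5 SD of library B-scores, and initial fluorescence ratio not above library mean plus 5 SD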;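 also: positive B-score marks a calcium rise read as TRPC4 activation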
#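 Assay system – TRPC4beta and mu-opioid receptor HEK293 stable cells · Measured by – Fluo4 fluorescence, kinetic · Schedule – dye loading 45 min room temperature, 110 s kinetic read · Read-out – B-scored integrated calcium fluorescence ratio · Controls – buffer and maximal DAMGO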
# TRPC4 block: blocks the mouse TRPC4 cation channel. B-score at 10 µM. 300,000 compounds, 0.39% hits. HEK293 TRPC4beta/mu-opioid, DAMGO-evoked Fluo4 calcium flux; stronger effect = lower value. AID 2247. Q9QUQ5;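 active = B-score over 3 SD under the library average, no early fluorescence shift, positive overall ratio signal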
#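 Assay system: TRPC4beta/mu-opioid receptor HEK293 cell line; compound dosing: single concentration per test compound; detection: Fluo4 Ca2+ flux fluorescence; evaluation: per-well B score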
# AI-2 QS modul: modulates the Vibrio harveyi AI-2 quorum sensing system; 300,000 compounds, 0.4% hits; Vibrio harveyi JMH597 AI-2 luminescence/OD600 ratio, 9 h; stronger effect = lower value; strain lacks LuxN and CqsS sensors; 0 = neutral-control median; AID 2094; activity change, % at 7.5 µM; in the data active = activity change below about -75%, passing the limit was not always enough; inconclusive = no clear call, values can overlap the other calls;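 also: luminescence divided by OD600 gain over 9 h not by final OD600 alone; inactives centre near 13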
# TRPC6 inh: blocks the mouse TRPC6 cation channel. Q61143. HEK293-TRPC6, membrane potential dye, ACh-evoked depolarization; stronger effect = lower value. B-score at 10 µM. 310,000 compounds, 1.1% hits. AID 2553;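 active = B-score under library mean minus 3 SD, initial fluorescence not abnormally high, positive integrated signal ratio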;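 also: B-score derived from integrated fluorescence ratio over the kinetic read; more negative B-score means stronger inhibition of depolarization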
# Target sequence (Q61143 whole entry, looked up): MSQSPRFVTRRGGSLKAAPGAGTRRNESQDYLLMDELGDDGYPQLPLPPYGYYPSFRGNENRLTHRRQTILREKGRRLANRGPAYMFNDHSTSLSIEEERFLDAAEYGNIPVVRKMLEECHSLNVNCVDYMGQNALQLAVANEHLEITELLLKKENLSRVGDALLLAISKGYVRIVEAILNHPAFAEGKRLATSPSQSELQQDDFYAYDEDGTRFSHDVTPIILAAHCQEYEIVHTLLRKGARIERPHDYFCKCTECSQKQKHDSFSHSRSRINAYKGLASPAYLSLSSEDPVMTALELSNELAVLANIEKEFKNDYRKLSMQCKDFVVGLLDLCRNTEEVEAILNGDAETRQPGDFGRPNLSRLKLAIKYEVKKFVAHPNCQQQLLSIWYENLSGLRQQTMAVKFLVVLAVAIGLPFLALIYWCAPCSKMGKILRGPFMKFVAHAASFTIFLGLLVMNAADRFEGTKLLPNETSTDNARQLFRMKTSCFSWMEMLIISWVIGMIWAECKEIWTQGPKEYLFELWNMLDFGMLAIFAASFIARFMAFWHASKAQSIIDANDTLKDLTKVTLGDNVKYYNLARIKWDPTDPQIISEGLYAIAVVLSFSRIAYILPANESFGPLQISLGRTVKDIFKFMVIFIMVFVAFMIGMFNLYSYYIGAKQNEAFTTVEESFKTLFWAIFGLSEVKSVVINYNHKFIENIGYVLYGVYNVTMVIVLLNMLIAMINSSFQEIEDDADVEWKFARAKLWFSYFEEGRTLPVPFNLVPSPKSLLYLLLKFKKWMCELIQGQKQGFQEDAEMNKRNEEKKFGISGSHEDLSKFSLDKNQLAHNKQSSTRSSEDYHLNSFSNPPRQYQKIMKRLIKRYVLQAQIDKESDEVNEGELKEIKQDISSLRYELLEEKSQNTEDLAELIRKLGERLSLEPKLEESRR
# MrgX1 allo act: human MrgX1 positive allosteric modulation, primary screen; B-score at 10 µM; Q96LB2; AID 588675; 310,000 compounds, 0.63% hits; MrgX1-HEK293, Fluo-4 calcium flux, FDSS; stronger effect = higher value;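 active = plate-corrected calcium response at least 3 library SD above typical, normal starting fluorescence, not activating the receptor alone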;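 also: compound read alongside a low EC10 to EC30 dose of BAM8-22 agonist; peak minus trough fluorescence over baseline measured at the second addition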
# MrgX1 antagonist: antagonists of human MrgX1 receptor; Q96LB2; MRGX1-HEK293 calcium flux, Fluo-4, BAM8-22 antagonism; stronger effect = lower value; 310,000 compounds, 1.3% hits; AID 588676; B-score at 10 µM;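 active = calcium-response B-score plate-corrected more than 3 library SD below zero, starting fluorescence within 5 deviations, no agonist response on first addition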;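 also: peak minus trough fluorescence over baseline after final BAM8-22 challenge near maximal dose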
# TRPC6 act: activates the mouse TRPC6 cation channel. AID 2550. B-score at 10 µM. Q61143. 310,000 compounds, 0.13% hits. HEK293-TRPC6 membrane potential dye fluorescence; stronger effect = higher value;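 active = B-score of the integrated fluorescence ratio above library mean plus 3 SD, and starting fluorescence ratio within library mean plus 5 SD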;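 also: higher score means more depolarization so channel activation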
# MrgX1 ag: agonists of human MrgX1 receptor; B-score at 10 µM; 310,000 compounds, 0.44% hits; MrgX1-HEK293 cells, Fluo-4 calcium fluorescence, agonist mode; stronger effect = higher value;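 active = calcium response B-score plate-corrected fluorescence ratio at least 3 library SD, with starting fluorescence B-score inside 5 SD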
#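 Material – MrgX1-expressing HEK293 cells · Input – 15,000 cells seeded per well · Dosing – compound as first of three additions · Times – overnight seeding, then 1 h dark dye loading · Measured by – kinetic Fluo-4 NW fluorescence of intracellular calcium · Read-out – B-scored fluorescence response ratio · Benchmarks – positive and negative control wells on each plate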
# TRPC4 PAM: allosterically enhances the mouse TRPC4 cation channel. B-score at 10 µM. HEK293 TRPC4beta/mu-opioid, DAMGO EC20, Fluo-4 Ca2+ flux; stronger effect = higher value. 310,000 compounds, 0.42% hits;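 active = B-score of calcium response area above 5 SD of library B-scores, with initial fluorescence ratio within 5 SD of library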;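 also: B-score of integrated fluorescence ratio over time as area under calcium response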
# PolyA inh: inhibitors of polyadenylation in S. cerevisiae | calls only at 12 µM | AID 1875 | S. cerevisiae SKY197-pL101 polyadenylation reporter, beta-gal luminescence; efflux-impaired pdr1/pdr3 knockout yeast; score 100 = 6 SD above DMSO | 300,000 compounds, 0.02% hits;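 active = lowest replicate activity score at least 50, where 100 means six control SD above control mean; inconclusive = lowest score under 50 but half or more replicates reach 50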;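 also: yeast exposed to compound for 9 h at 30 °C; higher score means more reporter readthrough which indicates perturbed polyadenylation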
# * marks the source's active call; other numbers are inactive results; i = inactive; ? = inconclusive; . = not tested or not shown. These rows are one share of the data (hit frequency here may not be typical).
compound,HIF activator,TRPC4 act,TRPC4 block,AI-2 QS modul,TRPC6 inh,MrgX1 allo act,MrgX1 antagonist,TRPC6 act,MrgX1 ag,TRPC4 PAM,PolyA inh
NC(=O)c1cccnc1Oc1ccccc1,-0.5,i,i,12,i,i,i,i,i,i,i
COc1ccc(C2C(=O)N(C3CCCCC3)CC(=O)N2C2CCCC2)cc1 (configuration not stated),0.1,i,i,-12,i,i,i,i,i,i,i
CCCC(=O)Nc1ccc(C(=O)NCC(=O)OCC)cc1,0.0,i,i,26,i,i,i,i,i,i,i
CC1CC(C)(C)NC(=S)N1CC(=O)N1CCN(Cc2ccc3c(c2)OCO3)CC1 (configuration not stated),0.0,i,i,.,i,i,i,i,i,i,i
COc1cc(/C=C/c2noc(-c3ccccc3O)n2)ccc1OC(C)=O,1.7,i,i,9,i,i,i,i,i,i,i
CC(=O)c1sc(NC(=O)c2ccc(C)cc2)nc1C,-17,i,i,0,i,i,i,i,i,i,i
CCCC(C(=O)NCc1ccco1)N(CC1CCCO1)C(=O)CNS(=O)(=O)c1ccc(F)cc1 (configuration not stated),-0.5,i,i,12,i,i,i,i,i,i,i
Oc1ccccc1CN1CCC(C(O)(c2ccccc2)c2ccccc2)CC1,-0.3,i,i,23,i,i,i,i,i,i,i
CCOc1ccc(N(CC(=O)NCCSCc2ccccc2Cl)S(C)(=O)=O)cc1,-1.3,i,i,-9,i,i,i,i,i,i,i
COc1ccccc1CCC(=O)Oc1ccc(C#N)cc1OC,-0.1,i,i,10,i,i,i,i,i,i,i
COc1ccc(C(=O)N[C@H](C(=O)NCc2ccc(C)cc2)C(C)C)cc1,-1.1,i,i,.,i,i,i,i,i,i,i
O=C1C=C(O)C(n2cncn2)C(c2cc(F)ccc2F)C1 (configuration not stated),-0.5,i,i,18,i,i,i,i,i,i,i
O=C(CCN1C(=O)c2ccccc2S1(=O)=O)Nc1ccc(C(=O)O)cc1,-0.2,i,i,10,i,i,i,i,i,i,i
O=C(Nc1ccccc1N1CCOCC1)c1ccc2ccccc2c1,1.9,i,i,36,i,7.2*,i,i,i,i,i
O=C(COC(=O)C1CCC(=O)N1)Nc1cc(Cl)ccc1Cl (configuration not stated),0.1,i,i,15,i,i,i,i,i,i,i
Cc1nc(Cl)cc(N/N=C/c2ccccc2)n1,0.4,i,i,10,i,i,i,i,i,i,i
COc1c(Cl)ccc(Cl)c1C(=O)OCC(=O)O,-0.1,i,i,10,i,i,i,i,i,i,i
CCOc1ccc(-n2c(C)nnc2SCC(=O)N(CC)CC)cc1,4.1,i,i,32,i,i,i,i,i,i,i
CC(C)c1ccc(S(=O)(=O)N2CCC(C(=O)NCC3(N(C)C)CCCCC3)CC2)cc1,-0.5,i,i,19,i,i,i,i,i,i,i
COc1cc(/C=N/NC(=O)c2cc(-c3ccccc3OC(C)C)nc3ccccc23)ccc1O,-0.4,i,i,-1,i,i,i,i,i,i,i
COc1ccccc1C(=O)Nc1nnc(S(=O)(=O)N2CCN(c3ccc(F)cc3)CC2)s1,-0.2,i,i,16,i,i,i,i,i,i,i
N#Cc1cc(C(=O)c2ccccc2O)cn(-c2ccc(Cl)cc2)c1=O,0.6,i,i,12,i,i,i,i,i,i,i
O=S(=O)(Cc1cc(Cl)nc(-c2cccnc2)n1)c1ccccc1,4.5,i,i,21,i,i,i,i,i,i,i
C/C(=N\NC(=O)CN(c1ccccc1)S(C)(=O)=O)c1ccccc1O,1.0,i,i,11,i,i,i,i,i,i,i
NS(=O)(=O)c1cccc(NC(=O)CCCC2CCCCC2)c1,0.8,i,i,30,i,i,i,i,i,i,i
Cc1csc(NC(=O)C2CC(=O)N(Cc3ccco3)C2)n1 (configuration not stated),0.9,i,i,13,i,i,i,i,i,i,i
COc1cccc(C=NCC(C)N=Cc2cccc(OC)c2O)c1O (configuration not stated),-0.5,i,i,8,i,i,i,i,i,i,i
CO/N=C/NC(=O)Cc1cn(-c2ncc(C(F)(F)F)cc2Cl)c2ccccc12,-0.1,i,i,7,i,i,i,i,i,i,.
O=C(Nc1ccc(NC(=O)C2CC2)nc1)c1cccc(F)c1,2.8,i,i,-1,i,i,i,i,i,i,i
CCOc1ccccc1N1CCN(S(=O)(=O)c2ccc(F)c(F)c2)CC1,-0.2,i,i,14,i,i,i,i,i,i,i

# Remaining list, next part
compound,HIF activator,TRPC4 act,TRPC4 block,AI-2 QS modul,TRPC6 inh,MrgX1 allo act,MrgX1 antagonist,TRPC6 act,MrgX1 ag,TRPC4 PAM,PolyA inh
O=C(NC(=S)Nc1ccccc1C(=O)O)c1ccc(-c2ccc(Br)cc2)o1,3.0,i,i,10,i,i,i,i,i,i,i
Cc1cccc(NCc2ccccc2)c1,-0.1,i,i,22,i,i,i,i,i,i,i
CCC(=O)N1CCc2cc(Br)cc(S(=O)(=O)NCc3ccco3)c21,0.3,i,i,10,i,i,i,i,i,i,i
COc1ccc(OCc2nnc(SCC(=O)NC3CC3)n2C)cc1,-0.1,i,i,-7,i,i,i,i,i,i,i
CCCC(=O)Oc1ccc2c(C)cc(=O)oc2c1,-0.5,i,i,1,i,i,i,i,i,i,.
O=C(CSc1nc(Nc2ccccc2)nc(N2CCOCC2)n1)Nc1ccc2c(c1)OCCO2,-0.5,i,i,41,i,i,i,i,i,i,i
CCN(C(=O)CSc1nnc(-c2ccccc2Cl)n1C1CCCC1)C1CCS(=O)(=O)C1 (configuration not stated),1.5,i,i,47,i,i,i,i,i,i,i
O=C(OCC(=O)N1CCN(C(=O)c2ccco2)CC1)c1cc(S(=O)(=O)Nc2ccc(Cl)cc2)ccc1O,0.0,i,i,8,i,i,i,i,i,i,i
O=P(COc1ccccc1)(c1ccccc1)c1ccccc1,0.3,i,i,36,i,i,i,i,i,i,i
Cn1cnc(S(=O)(=O)N2CCN(c3ccc(Cl)cc3)CC2)c1,-0.6,i,i,15,i,i,i,i,i,i,i
O=S(=O)(c1ccccc1)N1CCN(CC(O)COc2ccc3c(c2)CCC3)CC1 (configuration not stated),0.0,i,i,-44,i,i,i,i,i,i,i
O=S(=O)(c1cccc(-c2nn3c(-c4ccncc4)nnc3s2)c1)N1CCOCC1,-0.3,i,i,14,i,.,.,i,.,i,i
NS(=O)(=O)c1ccc(CCNC(=O)c2ccc(Cl)cc2[N+](=O)[O-])cc1,-0.4,i,i,1,i,i,i,i,i,i,i
CCNC(=S)N(CCc1c(C)[nH]c2ccc(C)cc12)Cc1ccco1,0.0,i,i,12,i,i,i,i,i,i,i
FC(F)(F)c1ccc(CSc2ccccn2)cc1,10.0*,i,i,-1,i,i,i,i,i,i,.
O=C(CSc1nnc(CNC(=O)c2cccs2)o1)Nc1cccc(C(F)(F)F)c1,?,i,i,5,i,i,i,i,i,i,.
C=CCn1c(SCC(=O)Nc2ccccc2OC)nnc1-c1ccccn1,0.9,i,i,7,i,i,i,i,i,i,i
CCCC(=O)Nc1nc2ccc(NC(=O)c3cccnc3)cc2s1,.,i,i,0,i,i,i,i,i,i,i
COc1ccc(-c2nc(C(=O)NCCCN3CCOCC3)cc3c2[nH]c2ccccc23)cc1OC,0.7,i,i,14,-5.6*,i,i,i,i,i,i
COc1cc(NC(=O)C2=C(N3CCOCC3)/C(=C/c3ccc(Cl)cc3)CC2)cc(OC)c1OC,0.2,i,i,57,i,i,i,i,i,i,i
COc1ccc(NC(=O)c2cc(NC(=O)C3CCCCC3C(=O)O)ccc2N2CCOCC2)cc1 (configuration not stated),0.1,i,i,24,i,i,i,i,i,i,i
Cc1ccc(S(=O)(=O)N(CC(=O)Nc2cccc(N(C)S(C)(=O)=O)c2)c2ccc(Cl)c(Cl)c2)cc1,-0.3,i,i,28,i,i,i,i,i,i,i
Cn1ncc(Br)c1C(=O)NC12CC3CC(CC(C3)C1)C2,0.2,i,i,23,i,8.6*,i,i,i,i,i
CCN(CC)CCOC(=O)C1(c2ccccc2)CCOCC1,-0.2,60*,i,14,i,i,i,i,i,i,i
C=CCS(=O)(=O)N1CCC(CCOc2ccccc2)(C(=O)OCC)CC1,-0.1,i,i,12,i,i,i,i,i,i,i
Cc1ccc(-c2nnc(N3CCCCC3)c3ccccc23)cc1S(=O)(=O)N1CCN(C)CC1,-1.1,i,i,17,i,i,i,i,i,i,i
CC(=O)c1ccc(NC(=O)C(C)n2nc(-c3ccccc3)c3cc(Cl)ccc32)cc1 (configuration not stated),.,i,i,-5,i,i,i,i,i,i,i
O=C(NC(=S)N1CCCc2ccccc21)c1ccc(Br)cc1,0.2,i,i,8,i,i,i,i,i,i,i
C=CCOC(=O)C(=O)/C=C/c1ccc2c(c1)Cc1ccccc1-2,-0.8,i,i,34,i,i,i,i,i,i,i
COc1ccc(C2=NN(C(=O)CCC(=O)O)C(c3cccs3)C2)cc1OC (configuration not stated),0.0,i,i,40,i,i,i,i,i,i,i

# Further records:
compound,HIF activator,TRPC4 act,TRPC4 block,AI-2 QS modul,TRPC6 inh,MrgX1 allo act,MrgX1 antagonist,TRPC6 act,MrgX1 ag,TRPC4 PAM,PolyA inh
Cn1c(=O)n(C)c2cc(CNc3ccc(N4CCOCC4)c(C(=O)O)c3)ccc21,0.2,i,i,18,i,.,.,i,.,i,i
O=C(CSCC(=O)NC1CCCC1)Nc1ccccc1,-0.2,i,i,17,i,i,i,i,i,i,i
O=C(NC(C(=O)O)c1ccccc1)c1ccccc1 (configuration not stated),0.5,i,i,17,i,i,i,i,i,i,i
CC(=O)C1=C(O)C(=O)N(c2ccc(O)cc2)C1c1ccc([N+](=O)[O-])cc1 (configuration not stated),-0.2,i,i,12,i,i,i,i,i,i,i
Cc1cc(C)n2nc(SCC(=O)N/N=C/c3cccc(Br)c3)nc2n1,0.1,i,i,43,i,i,i,i,i,i,i
O=C(O/N=C/c1ccc2c(c1)OCO2)c1ccc([N+](=O)[O-])cc1,0.3,i,i,3,i,i,i,i,i,i,i
Cc1cccc(OCCC(=O)Nc2ccc(C)c(S(=O)(=O)N3CCCCC3)c2)c1,-0.6,i,i,48,i,i,i,i,i,i,i
